Compound activity (PubChem)
MEKK2 mut-MEK5 – signal of MEK5 binding to mutant human MEKK2 PB1 domain; bead flow cytometry, Alexa488-MEK5 binding to MEKK2 mutant; percent response, % at 10 µM; 0.35% of 290,000 active; AID 1530; in the data active = percent response above about 24%, passing the limit was not always enough; note: inactives centre near 1; some results filed as inactive read as strong as hits; reference of the scale not given here
M18AAP inhibitor – blocks P. falciparum M18 aspartyl aminopeptidase. 1.2% of 290,000 active. recombinant PfM18AAP, H-Glu-NHMec fluorogenic cleavage. inhibition, % at 7.35 µM. AID 1822;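 active = inhibition above the campaign mean inhibition over all tested compounds plus 3 SD, cut at about 28% in these data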;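 note: 0% = plate median of test compound wells and 100% = 2 mM ZnCl2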
GPR7 antag – human neuropeptides B/W receptor 1 antagonism | GPR7-expressing cells, fluorescence antagonist assay | inhibition, % at 4.4 µM | 1.1% of 290,000 active; in the data active = inhibition above about 16%, passing the limit was not always enough;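 note: cells stimulated with the agonist NPW; 0% = agonist with vehicle and 100% = vehicle without agonist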
Target sequence (P48145 whole entry, looked up): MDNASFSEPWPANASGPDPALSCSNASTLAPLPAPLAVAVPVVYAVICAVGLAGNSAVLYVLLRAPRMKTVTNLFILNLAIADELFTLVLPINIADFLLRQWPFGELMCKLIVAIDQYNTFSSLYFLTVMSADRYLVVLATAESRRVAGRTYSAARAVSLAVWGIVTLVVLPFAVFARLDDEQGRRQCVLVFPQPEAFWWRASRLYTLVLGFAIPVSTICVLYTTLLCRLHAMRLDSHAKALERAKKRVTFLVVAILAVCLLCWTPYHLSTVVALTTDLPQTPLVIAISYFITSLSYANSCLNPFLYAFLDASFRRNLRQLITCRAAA
OXTR ag – human OXTR agonism; activation, % at 3 µM; CHO-OTR cells, Fluo-8 calcium fluorescence; normalized: DMSO 0%, oxytocin 100%; 0.32% of 320,000 active; AID 2435; P30559;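 active = activation above the mean of all tested compounds plus 3 SD, cutoff set per screening run, cut at about 20% in these data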;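 note: peak over basal fluorescence ratio from a 100 s FLIPR kinetic read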
Target sequence (P30559 whole entry, looked up): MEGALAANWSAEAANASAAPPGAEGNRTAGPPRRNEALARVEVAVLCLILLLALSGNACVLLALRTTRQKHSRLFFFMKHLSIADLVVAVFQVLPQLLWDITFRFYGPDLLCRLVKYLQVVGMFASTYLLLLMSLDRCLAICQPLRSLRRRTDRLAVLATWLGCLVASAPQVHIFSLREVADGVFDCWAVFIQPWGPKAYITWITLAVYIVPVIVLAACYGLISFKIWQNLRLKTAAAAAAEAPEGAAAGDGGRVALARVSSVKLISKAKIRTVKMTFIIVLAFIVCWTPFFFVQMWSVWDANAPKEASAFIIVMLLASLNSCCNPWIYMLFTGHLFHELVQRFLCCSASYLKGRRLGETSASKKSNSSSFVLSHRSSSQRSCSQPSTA
MEKK2wt PB1 HTS – raises or lowers MEK5 binding to wildtype human MEKK2 PB1 domain. Q9Y2U5. bead flow cytometry, Alexa488-MEK5 binding to MEKK2 WT; actives lie on both sides. binding response (% of control), % at 10 µM. 1.1% of 290,000 active. AID 1531; in the data active = binding response below about 67% or above about 130%; inconclusive = no clear call, values can overlap the other calls; inactive = in between
PHOSPHO1 block – PHOSPHO1 (human) inhibition. Q8TCT1. recombinant PHOSPHO1, absorbance phosphatase assay. inhibition, % at 13.3 µM. 1.1% of 290,000 active. AID 1565; in the data active = inhibition above about 60%
Target sequence (Q8TCT1 whole entry, looked up): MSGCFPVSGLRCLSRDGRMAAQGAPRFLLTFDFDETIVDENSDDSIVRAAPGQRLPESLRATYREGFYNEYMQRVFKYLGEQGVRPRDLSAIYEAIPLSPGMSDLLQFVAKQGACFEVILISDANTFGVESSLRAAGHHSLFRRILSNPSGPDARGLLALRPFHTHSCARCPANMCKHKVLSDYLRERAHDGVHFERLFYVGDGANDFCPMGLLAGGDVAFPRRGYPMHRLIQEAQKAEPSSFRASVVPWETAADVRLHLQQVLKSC
MEKK3 PB1 HTS – modulators (inhibitors or enhancers) of MEK5 binding to human MEKK3 PB1 domain; Q99759; bead-based flow cytometry, Alexa488-MEK5 binding to MEKK3; actives lie on both sides; 0 = blocked by unlabeled MEK5, 100 = vehicle; binding response (% of control), % at 10 µM; 1.4% of 290,000 active; AID 1529;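 active = binding response more than 3 SD above or below the average of its plate-row segment, actives on both sides; inconclusive = wells at one plate position flagged as instrument error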;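 note: Alexa488 bead fluorescence after subtracting the streptavidin-only scavenger bead signal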
FID counter – fluorescent intercalator displacement, NS3 helicase counter-screen. 0.17% of 290,000 active. DNA fluorescent intercalator displacement, fluorescence. AID 1845. inhibition, % at 7.9 µM; in the data active = inhibition above about 37%;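 note: 0% = vehicle and 100% = reference compound; higher means more ethidium bromide displaced from hairpin DNA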
NALP1 inh – blocks the NALP1 inflammasome reconstituted in yeast. AID 2071. 0.61% of 280,000 active. inhibition, % at 10 µM. S. cerevisiae NALP1/ASC/caspase-1 growth, X-gal OD620, 72 h; in the data active = inhibition mostly above about 24%, no sharp cut-off; inactive = mostly below about 32%; note: some compounds called inactive have numbers as strong as hits
* = called active by the depositor; ? = inconclusive; · = no result given.

The opening 5 compounds, to show the layout:
SMILES	MEKK2 mut-MEK5	M18AAP inhibitor	GPR7 antag	OXTR ag	MEKK2wt PB1 HTS	PHOSPHO1 block	MEKK3 PB1 HTS	FID counter	NALP1 inh
C=CCSc1ncccc1C(=O)NCCc1ccccc1	7	-4	-10	-0.5	109	26	106	-9	6
COc1ccc(CNCc2ccc(OC)c3ccccc23)cc1	5	2	-10	2.7	110	33	98	0	6
CCc1nnc(NC(=O)CCC(=O)N2CCN(Cc3ccc(F)cc3)CC2)s1	0	-7	7	0.3	100	16	102	-32	25
Cc1[nH]n(-c2ccc(Cl)cc2)c(=O)c1C=NC12CN3CN(CN(C3)C1)C2	0	2	-3	-0.9	108	-24	126	-4	4
CC(C)(C)N(CC#CCC(O)(c1ccccc1)C1CCCC1)CCO (stereo unspecified)	-8	-2	3	0.6	98	41	100	28	5

Main list, repeating the preview:
SMILES	MEKK2 mut-MEK5	M18AAP inhibitor	GPR7 antag	OXTR ag	MEKK2wt PB1 HTS	PHOSPHO1 block	MEKK3 PB1 HTS	FID counter	NALP1 inh
C=CCSc1ncccc1C(=O)NCCc1ccccc1	7	-4	-10	-0.5	109	26	106	-9	6
COc1ccc(CNCc2ccc(OC)c3ccccc23)cc1	5	2	-10	2.7	110	33	98	0	6
CCc1nnc(NC(=O)CCC(=O)N2CCN(Cc3ccc(F)cc3)CC2)s1	0	-7	7	0.3	100	16	102	-32	25
Cc1[nH]n(-c2ccc(Cl)cc2)c(=O)c1C=NC12CN3CN(CN(C3)C1)C2	0	2	-3	-0.9	108	-24	126	-4	4
CC(C)(C)N(CC#CCC(O)(c1ccccc1)C1CCCC1)CCO (stereo unspecified)	-8	-2	3	0.6	98	41	100	28	5
Cc1ccccc1OCC(O)CN1CCCCC1 (stereo unspecified)	-15	-6	-6	1.1	84	-12	82	-1	5
CCN1CCN(C(=O)c2nn(-c3ccc(OC)cc3)c(=O)c3c2c2ccccc2n3C)CC1	0	1	-11	-0.1	97	0	96	-2	14
Cc1ccccc1Nc1nc(N)nc(CSc2ccc(F)cc2)n1	0	-4	-15	-2.2	98	-16	100	-13	0
Cc1cc(N2CCN(c3ccccc3)CC2)nc(N)n1	6	-3	2	1.4	102	3	100	4	19
Cc1ccc(Cl)cc1N1C(=O)CC(Sc2ncccn2)C1=O (stereo unspecified)	3	-17	-8	-0.6	106	14	105	-4	2
CCOC(=O)c1sc(NC(=O)COc2ccc3c(c2)OCO3)nc1C	-6	-1	3	1.5	98	20	98	-11	-5
COc1cc(N2CCCC2)c(OC)cc1/C=C(/C#N)c1ccc(Br)cc1	189*	-4	-4	2.4	106	28	103	4	-1
Cc1ccc(CN2CCN(Cc3cn[nH]c3C3CCCCC3)CC2CCO)cc1 (stereo unspecified)	5	7	-10	0.8	109	57	92	1	15
Cc1ccc(NC(=S)N2CCN(S(=O)(=O)c3ccc(C)cc3)CC2)cc1	0	-9	3	·	104	37	102	-35	-1
c1nc2n(n1)C1=C(CCCC1)C1(CCCCC1)N2	-3	0	0	-0.6	96	28	96	-3	4
CC(C)C(=O)Nc1ccc(C(=O)NNC(=O)C(c2ccccc2)c2ccccc2)cc1	3	1	-14	0.7	99	6	100	-16	14
CCOC(=O)N1CCN(S(=O)(=O)c2ccc(C(=O)Nc3nc4c(s3)CC(C)CC4)cc2)CC1 (stereo unspecified)	·	-1	-7	-0.3	·	2	·	3	-6
O=C(CSc1ncnc2c1cnn2-c1ccc(F)cc1)NC1CCCC1	2	-1	13	2.6	103	8	101	-15	4
NS(=O)(=O)c1ccc(CCNC(=O)CCCOc2ccccc2)cc1	-3	-2	-14	-0.4	98	-15	102	2	12
O=C(CCOc1ccccc1)Nc1ccnn1C1CCN(Cc2ccccc2)CC1	9	3	-11	0.0	114	21	111	11	0
CC(=O)C1C(c2ccco2)c2c(noc2C)CC1(C)O (stereo unspecified)	-3	-11	-10	0.3	101	-36	102	-3	5
C=CCOc1ccc(CNc2nn[nH]n2)cc1OC	·	-5	-3	-0.1	·	21	·	0	-16
COc1cc(OC)c(C2=NOC(C(=O)NCc3ccc4c(c3)OCO4)C2)cc1Cl (stereo unspecified)	4	-3	2	3.2	103	16	102	-7	16
Cc1ccc(-n2c([C@@H]3C[C@H]3c3ccccc3)n[nH]c2=S)cc1	0	15	-8	-2.5	100	3	104	-15	21
NC(=O)c1c(NC(=O)c2ccc([N+](=O)[O-])o2)sc2c1CCCC2	-6	7	-1	-0.2	94	22	99	8	-26
Cc1c(OC(C)C(=O)NCC2CCC(C(=O)O)CC2)ccc2c1oc(=O)c1ccccc12 (stereo unspecified)	3	5	-10	1.1	102	29	104	-39	9
COc1ccc(C(=O)C[n+]2ccc3c(c2)nc(-c2cc(OC)c(OC)cc2OC)n3C)cc1	·	-5	-7	0.2	·	22	·	17	·
CCCNC(=O)c1ccccc1N1CCN(CCCCN2C(=O)C3CCCCN3C2=O)CC1 (stereo unspecified)	2	2	-10	-0.4	111	29	105	-14	-5
CC(C)NC(=O)c1onc(CSc2cccc3ccccc23)c1C(=O)O	6	-10	-7	-1.1	103	-27	102	-24	-14
O=C(CSc1nnc(-c2cccnc2)n1CCN1CCCCC1)Nc1cccc(Cl)c1	-1	-7	-8	-0.7	98	7	98	-8	-11
O=C(Nc1cccc(S(=O)(=O)Nc2ccc(Cl)cc2)c1)c1ccc[n+]([O-])c1	10	-6	0	0.8	108	15	104	2	·
CCOc1ccccc1NC(=O)C1CCCN(C(=O)Nc2ccccc2)C1 (stereo unspecified)	3	5	1	-1.5	106	-17	108	-12	-1
COc1ccc(C)cc1NC(=O)c1ccc(NS(=O)(=O)c2cccs2)cc1	-12	-15	-1	-1.0	87	26	93	-21	4
CSc1nc2ncc(C#N)cn2n1	1	8	-11	0.9	102	-16	111	1	-5
O=C(C1CCCCC1)N(Cc1ccccc1)c1ccccn1	·	-2	-4	-1.8	·	-18	·	-12	-23
CCC/C(=N/Nc1ccc(Cl)cc1)c1cnnc(-c2ccccc2)n1	-4	-13	-1	0.2	89	·	92	2	·
Cc1ccccc1Nc1nnc(SCC(=O)N(C)C2CCS(=O)(=O)C2)s1 (stereo unspecified)	-1	-6	-7	-2.1	100	13	106	-14	22
Cc1cccc(C)c1Nc1nnc(SCC(=O)NC(=O)c2cccn2C)s1	1	7	-2	1.1	97	9	116	-20	·
C#CCOCCOCCOCCNc1nc(N2CCN(C(=O)[C@H](CCC(=O)O)n3cc(C(N)CC(C)C)nn3)CC2)nc(N2CCN(C(=O)[C@H](CCC(=O)O)n3cc(C(N)CC(C)C)nn3)CC2)n1 (stereo partly specified)	-2	-3	-14	0.5	100	16	100	-26	-5
c1ccc(OCCSc2ncnc3nc[nH]c23)cc1	-3	-6	-4	2.6	89	·	94	-2	·
COc1ccc(-c2ccc(=O)n(Cc3cccc([N+](=O)[O-])c3)n2)cc1	-1	1	39*	11	100	2	102	-14	5
Cn1c(O)c(N=NC(=O)C2COc3ccccc3O2)c2ccccc21 (stereo unspecified)	-30	1	-16	-0.4	64	11	62	-23	-6
O=C(N[C@H](C(=O)O)c1ccccc1)C1CCC(Cn2cnc3ccccc3c2=O)CC1 (stereo partly specified)	1	-4	-18	0.4	100	11	101	-34	-11
CC(C)(C)c1ccc(C(=O)NCC(=O)OCC(=O)Nc2ccc3c(c2)OCCO3)cc1	-1	5	-6	-0.8	100	-13	102	-15	25
Cc1ccc(C(C(=O)NC(C)(C)C)N(C(=O)CCC(=O)Nc2ccccn2)c2ccccc2F)cc1 (stereo unspecified)	-7	-4	5	-1.9	98	23	102	-45	-6
CC(=O)Nc1ccc(C(=O)NCCCOC(C)C)cc1	3	-14	-4	0.3	99	18	107	15	14
O=C(Nc1ccc2c(c1)OCO2)C1CCN(C(=O)c2ccc(Br)cc2)CC1	-2	2	-5	-0.8	99	18	98	-10	19
CC1(C)CC(=O)C2(CC3=C(CC(C)(C)CC3=O)O2)C(=O)C1	6	-2	-4	0.5	103	22	108	-2	24
Cc1onc(-c2c(F)cccc2Cl)c1C(=O)N1C=CC(C(F)(F)F)=NCC1	10	4	-9	1.4	112	15	114	8	17
COc1ccc2nc(NC(=O)C(NS(=O)(=O)c3cccc4nsnc34)C(C)C)sc2c1 (stereo unspecified)	·	8	15	-0.9	·	-16	·	0	-11
Cc1cc(/C=N/NC(=O)c2ccsc2)c(C)n1-c1cnccn1	0	3	-7	-0.5	104	33	102	-3	17
Cc1ccc(C2CC(C(F)F)n3ncc(C(=O)Nc4cnn(Cc5ccccc5C)c4)c3N2)cc1 (stereo unspecified)	0	4	1	1.4	94	14	100	-22	-26
CC(C)(C)S(=O)(=O)/C(C#N)=N/Nc1ccc(S(C)(=O)=O)cc1	-1	-10	0	-0.2	106	-1	126	-7	26
Cc1nc2nc[nH]n2c(=O)c1NS(=O)(=O)c1ccc(F)cc1	2	2	-6	0.1	101	16	103	-1	5
O=C(O)c1ccc(/C=N/NC(=O)c2cc(-c3cccs3)nc3ccccc23)cc1	-1	-2	-2	-0.7	105	21	106	-30	29
CCN(CC)C(=O)N1CCN(Cc2ccc3c(c2)OCO3)CC1	-19	-1	-6	0.1	80	33	79	-3	7
O=C(NCCc1ccccc1)c1ccccc1NS(=O)(=O)N1CCCC1	-9	0	14	0.0	92	5	92	-11	3
CCOC(=O)c1ccc(CN(Cc2ccc(C)cc2)S(=O)(=O)c2cccc([N+](=O)[O-])c2)cc1	-4	-2	-16	-0.1	103	-10	102	1	7
CCC(=O)NC1(C(F)(F)F)C(=O)Nc2c1c(=O)[nH]c(=O)n2CC(C)C (stereo unspecified)	5	-1	-4	0.9	104	25	105	-1	-5
COc1ccc(CCn2c(C)cc(C(=O)CSc3nnnn3-c3ccccc3)c2C)cc1OC	1	-3	-4	-0.7	105	-10	104	-2	1
Next part.
SMILES	MEKK2 mut-MEK5	M18AAP inhibitor	GPR7 antag	OXTR ag	MEKK2wt PB1 HTS	PHOSPHO1 block	MEKK3 PB1 HTS	FID counter	NALP1 inh
O=C(NCc1ccccc1)c1ccc(S(=O)(=O)Nc2cccc(C(F)(F)F)c2)cc1	-16	-12	17	7.9	?	45	?	-12	·
Cc1cccc(C)c1NC(=O)CSc1nnc(-c2ccco2)n1N	0	2	-4	0.5	96	5	100	-3	-13
Cc1ccc(-c2csc(Cc3nc(-c4cc5ccccc5oc4=O)cs3)n2)cc1	-2	-5	-7	-0.3	96	-79	92	0	4
Cc1ccc(C(=O)Nc2cccc(C(=O)O)c2)cc1	3	0	10	-0.4	106	7	104	-5	-6
CNC(=O)c1ccc(-c2ccc(OC)cc2)s1	5	4	-7	-1.1	110	29	105	-1	11
COc1cccc(CNC(=O)C2CCN(S(=O)(=O)c3c(C)nn(C)c3C)CC2)c1	6	-1	0	-0.1	109	-5	106	-7	-8
O=C(Nc1ccccc1)N1CCc2ccccc21	1	6	-4	-1.1	96	13	87	-2	8
O=[N+]([O-])c1ccc(OCCn2cnc3ccccc32)cc1	4	-1	-8	1.9	105	42	102	1	-11
CC(C)=CCCC(C)CN1CCC(O)CC1 (stereo unspecified)	6	-10	-7	1.8	102	2	103	-2	19
CCOC(=O)N1CCC(NC(=O)Cc2ccccc2)CC1	-9	1	0	0.7	94	30	98	-6	0
COC(=O)c1ccc(NC(=S)N2CCN(Cc3ccc(Cl)cc3)CC2)cc1	4	-1	10	9.7	104	4	102	-10	14
Cc1ccc(N=Cc2sc(O)c3ccccc23)c(C)c1	7	10	-15	1.0	135*	10	119	-6	27
CS(=O)(=O)N(CC(=O)NCc1ccccc1Cl)C1CCCCC1	-1	3	-6	0.0	101	-6	97	-13	30
Cc1nccn1CCC1CCCCN1C(=O)CCc1nnc(-c2ccsc2)o1 (stereo unspecified)	-5	-10	6	-1.4	94	43	95	12	-2
Cc1ccc(NC(=S)N/N=C/c2ccc(Cl)c([N+](=O)[O-])c2)cc1	6	2	-5	0.2	104	12	102	-5	4
